Vif-A3F inh: inhibitors of Vif-A3F interaction; HeLa A3F-eYFP + Vif (tagged APOBEC3F with the HIV-1 protein that degrades it), YFP fluorescence increase; Potency, µM (top dose mostly 46.1 µM), without a hit: at the top dose activity, negative = active; 390,000 tested, 0.2% active; AID 602313; also: potency is read from the fitted curve at half-maximal effect; % of control where 0% means no effect; nearly all actives have a fitted effect of over 65% in size
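HeLa cells stably expressing Vif plus C-terminally eYFP-tagged A3F were seeded, incubated overnight at 37 deg C, dosed with compound, incubated overnight again at 37 deg C. Yellow fluorescence (Ex 488/Em 500-530) reported blocked Vif-mediated A3F-eYFP degradation.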
IDH1 R132H inh: human IDH1 R132H inhibition | Potency, µM (series often up to 76.6 µM), for inactives: at the highest dose activity change, negative = inhibition, hits mostly inhibitors | IDH1-R132H enzyme, NADPH consumption, diaphorase/resazurin fluorescence | 390,000 tested, 0.093% active | AID 602179; also: potency is read from the fitted curve at half-maximal effect; % is scaled to controls: 0 for no effect and ±100 for the full control effect; nearly all actives have a fitted effect of over 65% in size
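IDH1-R132H (0.5 ug/mL dispensed) in pH 7.5 Tris buffer was preincubated 30 min with compound, then given a substrate mix of 0.016 mM NADPH and 2 mM alpha-KG for 80 min at room temperature; remaining NADPH was read by diaphorase/resazurin fluorescence.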
USP1-UAF1 inh: USP1/UAF1 (human) deubiquitinase inhibition; AID 743255; O94782; 390,000 tested, 0.23% active; Potency, µM (doses to about 57.1 µM), for inactives: top-dose activity change, negative = inhibition, most hits filed as inhibitors; recombinant USP1/UAF1, Ub-Rhodamine cleavage fluorescence; also: potency is read from the fitted curve at half-maximal effect; % is scaled to controls: 0 for no effect and ±100 for the full control effect; nearly all actives have a fitted effect of over 60% in size; inactives centre near -12
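1 nM enzyme complex + cpd, 15 min RT; start with Ub-Rho 150nM final; kinetic fluorescence ex 480/em 540, 6 reads q60 s. Buffer 50mM HEPES pH 7.8, 0.5mM EDTA, 0.1 mg/ml BSA, 1mM TCEP, 0.01% Tween-20.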
TrxR1 substrate: substrates of rat thioredoxin reductase 1; purified TrxR1 substrate turnover, NADPH consumption readout; AID 588456; 390,000 tested, 0.01% active; Potency, µM (highest dose often 114 µM), inactives show at the highest dose activity change, negative = substrate turnover; also: potency is read from the fitted curve at half-maximal effect; % is scaled to controls: 0 for no effect and ±100 for the full control effect; nearly all actives have a fitted effect of over 50% in size
Target sequence (O89049 whole entry, looked up): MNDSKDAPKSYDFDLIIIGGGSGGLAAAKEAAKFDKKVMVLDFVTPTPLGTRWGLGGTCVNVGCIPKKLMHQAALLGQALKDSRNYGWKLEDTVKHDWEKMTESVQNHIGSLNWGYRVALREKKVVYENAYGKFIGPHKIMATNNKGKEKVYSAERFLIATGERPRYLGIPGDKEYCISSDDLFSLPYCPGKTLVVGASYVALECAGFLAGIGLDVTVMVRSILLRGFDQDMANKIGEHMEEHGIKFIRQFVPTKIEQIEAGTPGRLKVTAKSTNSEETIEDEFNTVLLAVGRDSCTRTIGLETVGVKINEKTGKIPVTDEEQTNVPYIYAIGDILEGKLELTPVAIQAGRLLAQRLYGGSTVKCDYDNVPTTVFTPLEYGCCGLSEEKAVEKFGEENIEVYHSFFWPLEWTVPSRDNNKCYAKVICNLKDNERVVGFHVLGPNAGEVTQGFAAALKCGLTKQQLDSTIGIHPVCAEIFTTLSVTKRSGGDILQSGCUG
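Rat TrxR1, dispensed at 90 nM, was prereduced with 400 uM NADPH (final) for 5 min at ~22 deg C, then incubated with compound 15 min before 400 uM selenite. A first-read NADPH fluorescence drop versus no-compound background flagged substrates.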
LDHA block: blocks human lactate dehydrogenase A; P00338; purified LDHA, NADH/diaphorase-resazurin fluorescence; stronger effect = lower value; activity change, % (values are at about 110 or 230 µM); 480,000 tested, 0.15% active; in the data active = activity change below about -30%; inconclusive = mostly about -25% to -30%;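 also: plate controls were DMSO wells for no effect and wells without enzyme for full effect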
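Human LDH5 (2 nM) was incubated with 0.06 mM NADH and 0.2 mM pyruvate for 5 min at room temperature in Tris pH 7.4. Remaining NADH was coupled through diaphorase/resazurin, and resorufin fluorescence was read at 0 and 20 min.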
Vif-A3G inh: Vif-A3G binding inhibition | Q9HC16 | HeLa A3G-eYFP + Vif (tagged APOBEC3G with the HIV-1 protein that degrades it), YFP fluorescence, overnight | Potency, µM (titrated, usually from 46.1 µM), for inactives: at the highest dose activity, negative = active, most hits filed as inhibitors | 410,000 tested, 0.076% active | AID 602310;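 also: potency is read from the fitted curve at half-maximal effect; % is scaled to controls: 0 for no effect and ±100 for the full control effect; nearly all actives have a fitted effect of over 60% in size; hits raise eYFP signal because A3G escapes Vif-driven loss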
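Read-out is eYFP fluorescence (Ex 488/Em 500-530) from Vif-expressing HeLa A3G-eYFP cells; more signal means A3G escaped Vif-mediated degradation. Cells plated overnight, compound pinned in, incubated overnight at 37 deg C.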
RXFP1 ag: agonists of human relaxin receptor RXFP1; Q9HBX9; HEK293T-RXFP1 cAMP TR-FRET, 30 min; response scale: percent of porcine relaxin response, buffer zero; Potency, µM (titrated, usually from 57.5 µM), for inactives: top-dose activation, actives largely listed as activators; 370,000 tested, 0.3% active; AID 2676; also: potency is read from the fitted curve at half-maximal effect; % is scaled to controls: 0 for no effect and ±100 for the full control effect; nearly all actives have a fitted effect of over 60% in size; many of its hits are not listed in these tables
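cAMP rise read by TR-FRET after 30 min, 37C compound exposure (up to 58 uM) in RXFP1-transfected HEK293 cells with Ro 20174 present. EC50 from Hill-equation fits, with 29 nM porcine relaxin as 100% and buffer as basal.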
Glioma ERSR ind: inducers of ER stress response in human glioma cells | U87-MG GRP78 promoter luciferase reporter, 16 h | Potency, µM, for inactives: at the highest dose activation, hits mostly activators | 420,000 tested, 0.02% active; also: potency is read from the fitted curve at half-maximal effect; series mostly up to about 76 µM; % of control where 0% means no effect; nearly all actives have a fitted effect of over 35% in size
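Stably transfected U87-MG glioma cells carrying a GRP78-based luciferase sensor; 16 h compound incubation. Luminescence end-point read 10 min after Bright-Glo addition at room temperature.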
PI4K2A block: blocks human PI4K2A kinase activity. 420,000 tested, 0.13% active. Q9BTU6. purified PI4K2A, ADP-Glo luminescence, 1 h; stronger effect = lower value. activity change, negative = inhibition, % at 76.9 µM; in the data active = activity change below about -50%; inconclusive = mostly about -30% to -49%;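 also: -100% = wells without enzyme as full effect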
Target sequence (Q9BTU6 whole entry, looked up): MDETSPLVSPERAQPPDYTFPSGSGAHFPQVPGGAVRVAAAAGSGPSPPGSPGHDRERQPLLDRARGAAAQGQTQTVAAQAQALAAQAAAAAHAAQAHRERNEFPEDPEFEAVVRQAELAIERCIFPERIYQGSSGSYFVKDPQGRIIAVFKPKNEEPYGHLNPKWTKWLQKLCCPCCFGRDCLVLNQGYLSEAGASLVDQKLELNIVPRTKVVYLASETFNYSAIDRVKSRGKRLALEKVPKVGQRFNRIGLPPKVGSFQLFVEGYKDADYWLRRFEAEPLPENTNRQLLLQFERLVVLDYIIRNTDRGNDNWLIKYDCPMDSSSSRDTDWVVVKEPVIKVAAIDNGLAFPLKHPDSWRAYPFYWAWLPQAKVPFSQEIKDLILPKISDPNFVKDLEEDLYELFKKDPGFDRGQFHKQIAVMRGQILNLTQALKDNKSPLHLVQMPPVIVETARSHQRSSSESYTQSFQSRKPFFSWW
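PI4K2A activity was measured by ADP-Glo luminescence: enzyme (4 ug/mL stock) and phosphatidylinositol (1.2 mM stock) in Tris pH 7.5/MgCl2/EGTA/Triton X-100 buffer were reacted with ATP (300 microM stock) for one hour at ambient temperature.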
Numbers without * were called inactive; ? = inconclusive; nt = not tested or not shown; & = joins results of further samples; [ ] = dose if it differs, or a comment. Unless noted, calls follow the shape of the dose curve; as a rule, active = well fitted curve in the direction sought with a large enough effect; inconclusive = small, poorly fitted or top-dose-only effect, or another doubt; inactive = no such curve, though single readings can be large; an effect the other way counts as inactive or inconclusive. Not all compounds are listed (hit frequency here may not be typical).

Results follow in this order: Vif-A3F inh, TrxR1 substrate, PI4K2A block, USP1-UAF1 inh, RXFP1 ag, IDH1 R132H inh, LDHA block, Vif-A3G inh, Glioma ERSR ind
O=C(CCCSc1ccccc1)Nc1nc(-c2ccco2)c(-c2ccco2)s1
→ -4%, -2%, -24, -19%, 1.4%, -5%, 2, 1%, 0%
CC(Sc1ccc(S(=O)(=O)N2CCOCC2)cn1)c1ccccc1Cl (stereo not drawn)
→ 4%, -8%[57.1 µM], -1, -11%, nt, 8%, -1, -1%, -2%
C=CCN(CC=C)S(=O)(=O)c1ccc(NC(=S)NC(=O)C2CC2)cc1
→ -6%, -14%, -3, -12%, -0.2%, 5%, 0, 5%, 0%
CC(=O)N1N=C(c2ccccc2)CC1c1ccccc1[N+](=O)[O-] (stereo not drawn)
→ -1%, -2%, 3, -9%, 0.4%, 9%, 12, -6%, -2%
O=C(Cn1c2ncccc2c(=O)n1-c1ccccc1)Nc1cccc(C(F)(F)F)c1
→ 2%, 50%[activator][57.1 µM], 0, -25%, 6.5%, 14%, -4, 2%, -1%
CC(C)c1cc(-c2n[nH]c(=S)n2Cc2ccccc2)cs1
→ -23%, -3%[57.1 µM], 1, -16%, -0.1%, 5%, -8, -2%, 0%
COCCn1c(C)cc(C(=O)COC(=O)c2ccc(Cl)c(S(N)(=O)=O)c2)c1C
→ 0%, -5%, 4, 4%, 0.2%, 6%, 0, -5%, -10%
N#Cc1ccc(C23OCCN2CCn2nc4ccccc4c23)cc1 (stereo not drawn)
→ 4%, 4%, 0, -11%, nt, 1%, -2, 2%, -2%
S=C(NCc1ccncc1)NC1CCCC1
→ 6%, 10%, -4, -12%, -0.2%, 0%, -11, 0%, -1%
CC(=O)Nc1cc(C(=O)NCCN2CCN(Cc3ccccc3)CC2)ccc1Sc1ccc(C)cc1
→ 3%, -4%[57.1 µM], 2, -14%, 1.9%, 19%, -7, -3%, -4%
CSc1nc2sc3c(c2c(=O)n1-c1ccc(C)c(Cl)c1)CCN(C(C)=O)C3
→ 3%, 7%[2.29 µM], -10, -25%, 5.9%, -18%, -1, -1%, 0%
Cc1ccc(S(=O)(=O)Nc2ccc3c(c2)C(=O)N([C@H](C)CO)C[C@@H](C)[C@@H](CN(C)C(=O)Nc2cccc4ccccc24)O3)cc1
→ -1%, 11%, -5, -28%, nt, 13%, 17, 3%, 5%
COc1cc(OC)c(S(=O)(=O)Nc2ccccc2N2CCOCC2)cc1NC(C)=O
→ 5%, 1%, 4, -7%, -0.9%, 7%, -9, 6%, -3%
O=C(NCCCC1CCCC1)C1CCC(=O)N(Cc2ccccc2F)C1 (stereo not drawn)
→ 5%, -1%, 2, -12%, nt, 3%, 0, 0%, -3%
COc1ccc(NS(=O)(=O)c2cccc(C(=O)NCC3CCCO3)c2)cc1 (stereo not drawn)
→ 2%, -5%, 4, -12%, 1.4%, 11%, -4, 1%, -4%
Cc1ccc(S(=O)(=O)N[C@@H](C)C(=O)N2CCC(C(=O)N3CCC[C@H]3C(=O)O)CC2)cc1
→ -7%, -3%, 2, 0%, 0.5%&0.9%, -6%, -2, 0%, -3%
O=C(CCN1C(=O)COc2ccccc21)NCCCN1CCN(c2ccc(F)cc2)CC1
→ -11%, 10%[57.1 µM], 5, -14%, -1.0%, 2%, -2, -1%, -5%
COc1ccc(OC)c(CCNC(=O)C2CCN(c3ncnc4c3nc3n4CCCCC3)CC2)c1
→ -4%&-5%, 3%&-2%, -1&0, -16%&-13%, 2.0%&0.1%, 0%&-4%, -1&-8, 2%&7%, 0%&-1%
O=C(Cc1ccccc1)c1c[nH]c(C(=O)O)c1
→ -22%, 6%[57.1 µM], -10, -1%, 1.7%, 3%, -9, 0%, -2%
COc1ccc(N2CCCn3c2nc2c3c(=O)n(Cc3ccccc3F)c(=O)n2C)c(OC)c1
→ -2%, -8%, 1, -13%, -0.3%, 3%, 2, 2%, -1%
COc1cccc(/C=N/NC(=O)c2ccc(-n3cnnn3)cc2)c1
→ 3%, 1%[57.1 µM], 2, -5%, 0.4%, -11%, 0, -2%, -3%
COc1cc(C(=O)OCC(=O)NC(=O)NCc2ccccc2)ccc1OC(F)F
→ 7%, -9%, -3, -11%, 1.6%, 3%, -3, -2%, -1%
Cc1cc(C(=O)NNC2CC(=O)N(c3ccc4ccccc4c3)C2=O)c(C)o1 (stereo not drawn)
→ 1%, 12%[57.1 µM], -1, -3%, -0.1%, -1%, -3, 7%, -1%
CCC1CCC(NC2CCCCNC2=O)CC1 (stereo not drawn)
→ -8%, 6%, 0, -16%, -0.5%, 3%, -2, 0%, -4%
O=C1NCCCC1C(=O)Nc1cccc(C(F)(F)F)c1 (stereo not drawn)
→ -6%, 2%[57.1 µM], 5, 3%, 1.2%, 6%, -6, 1%, -1%
Cc1csc2nc(CNS(=O)(=O)N(C)C)cn12
→ -4%, 5%[57.1 µM], -2, -20%, 1.9%, -1%, 0, -7%, -1%
O=C(O)c1cccc(Sc2ccc(Br)cc2C(=O)O)c1
→ 0%, 0%, -2, 7%, 0.4%, 16%, -14, 0%, -5%
O=C(NCCc1ccccc1)C1c2ccccc2C(=O)N1C1CC1 (stereo not drawn)
→ -7%, -3%, 2, -7%, -0.1%, -4%, -6, 0%, -2%
Cc1ccc(-c2noc(-c3nnn(CC(=O)Nc4cccc(C(F)(F)F)c4)c3N)n2)cc1
→ nt, 5%, -2, -1%, 3.0%, nt, -3, nt, nt
O=C(CN(Cc1ccccc1)C(=O)CCC(=O)Nc1nccs1)NCc1ccc(F)cc1
→ -15%, -1%, 5, -1%, -0.9%, -5%, -8, -7%, -3%
S=c1[nH]nc(-c2ccco2)n1/N=C/c1ccc(Cl)cc1Cl
→ -6%, -4%, -1, -20%, 2.4%, 1%, -16, 0%, 0%
COc1ccc(S(=O)(=O)N(CC(=O)Nc2ccc(Br)cc2)Cc2ccccc2)cc1
→ 1%, -7%[57.1 µM], 0, -12%, -2.6%, 5%, -15, 4%, -3%
CC(/C=C/c1ccccc1)=N/NC(=O)c1nc2nc(C)cc(C)n2n1
→ -8%, 42%[activator], -3, -17%, -0.7%, 1%, -4, -2%, -6%
CCOC(=O)N1CCN(CC(=O)c2ccc3c(c2)CCN3C(C)=O)CC1
→ 0%, 12%[57.1 µM], -4, -25%, 2.9%, 3%, -1, 0%, -7%
O=C(O)CC(CC(=O)Nc1ccc(F)c(Cl)c1)c1ccc(Cl)cc1Cl (stereo not drawn)
→ -1%, 5%[57.1 µM], -3, -9%, 1.3%, 3%, -5, -1%, 0%
Cc1ccc(S(=O)(=O)Nc2ccc(C(=O)Nc3ccncc3)cc2)cc1
→ -12%, -7%, 5, -16%, 0.1%, 8%, -2, -11%, -3%
CN1CCN(S(=O)(=O)c2ccc(NC(=O)C3CCCO3)cc2)CC1 (stereo not drawn)
→ -6%, 12%, 4, -14%, 1.1%, 0%, 1, 3%, 4%
O=C(/C=C/Nc1ccc(F)c(Cl)c1)c1ccco1
→ nt, -5%, -5, -10%, -3.6%, 8%, -6, ?, -6%
CCCn1c(CCC(=O)Nc2cc(OC)cc(OC)c2)nc2cccnc21
→ 0%, -2%, -1, -14%, -0.9%, -3%, 1, -4%, 0%
CN(C)S(=O)(=O)c1ccc(Cl)c(NC(=O)COc2ccccc2[N+](=O)[O-])c1
→ 3%, 0%, 2, -2%, 0.0%, -1%, -11, -5%, -2%
C/C(=N\NC(=O)COc1ccccc1[N+](=O)[O-])c1cccc(NC(=O)c2ccncc2)c1
→ 2%, -1%, 4, -20%, 0.0%, -1%, -3, -15%, -6%
Cc1cccc(Cn2c(N3CCN(C)CC3)nc3c2c(=O)[nH]c(=O)n3C)c1
→ -27%, 9%[57.1 µM], -13, -19%, 0.2%, 19%, -7&1, 3%, -2%
CCOc1ccc(S(=O)(=O)N2CCN(C(=O)c3ccccc3Cc3ccccc3)CC2)cc1
→ 2%, 0%, 1, -17%, -2.6%, 9%, -1, 2%, -2%
Cc1c(NC(=O)CC(C)C)cccc1-c1nc2cccnc2s1
→ 2%, -2%, -2, 3%, -2.9%, 0%, 6, 4%, -2%
CCC(=O)n1nc(NCc2ccccc2OC)nc1NCc1ccccc1OC
→ 1%, 5%[57.1 µM], -1, -5%, 2.2%, 2%, -6, -4%, 0%
O=C1/C(=C\c2cccnc2)SC(=S)N1c1ccc(F)cc1
→ -1%, -4%, -5, -8%, 2.4%, -4%, 1, 0%, -2%
O=C(CC1(O)C(=O)c2ccccc2C1=O)c1ccccc1
→ -8%, 0%, -2, -23%, -1.2%, 11%, 1, 0%, 0%
COc1ccc(C2(C)NC(=O)N(CC(=O)c3cc(C)n(C4CC4)c3C)C2=O)cc1 (stereo not drawn)
→ 7%, 1%, -7, -19%, 1.2%, 3%, 1, 1%, 0%

Screens deposited in PubChem BioAssay by National Center for Advancing Translational Sciences (NCATS).
